Source: PubChem
Hsp70 activator = switches on Hsp70 transcription; AID 1203; actives 0.04% (n = 200,000); activation, % at 10 µM; HeLa Hsp70 promoter luciferase reporter, luminescence; scaled: vehicle 0, proteasome-inhibitor control 100%;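 active means activation above the mean across all tested compounds plus 3 SD, cutoff set per campaign, cut at about 5.5% in these data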;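 further: 100% = MG132 at 30 µM as the positive control and 0% = DMSO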
NF-kB expr up = raises NF-kB expression in human neuronal cells | NF-kB reporter expression; stronger effect = higher value | fold change at 12.5 µM | actives 1.6% (n = 190,000); in the data active means fold change above about 3.3
Efa HMGR inh = inhibitors of class II HMG-CoA reductase from Enterococcus faecalis. purified E. faecalis HMGR, NADPH absorbance 340 nm kinetic. inhibition, % at 10 µM. actives 0.41% (n = 190,000). AID 1066;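 active means inhibition above a set limit, the median over all tested compounds plus 3 SD, cut at about 9.5% in these data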;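 further: enzyme runs in reverse so mevalonate oxidation gives rising NADPH absorbance; 0% = complete reaction with DMSO and 100% = background rate lacking mevalonate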
APP transl inh = APP translation inhibition; SH-SY5Y APP 5'UTR-luciferase reporter, luminescence; inhibition, % at 2 µM; actives 0.82% (n = 190,000); AID 1285;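 active means inhibition above a set limit, derived from the sample mean plus 3 SD, cut at about 45% in these data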; further: values of inactives mirror those of a sister screen read the other way
FLuc stim CS = firefly luciferase counter-screen for stimulation assays. P08659. ATPlite luciferase biochemical, luminescence, 10 min; 0 = ATP-free wells, 1 = DMSO control. activation factor at 10 µM. 200,000 tested, under 10 active. AID 1027;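 active means luciferase activation factor, scaled between plate controls, of at least 2 with compound at 10 µM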
Target sequence (P08659 whole entry, looked up): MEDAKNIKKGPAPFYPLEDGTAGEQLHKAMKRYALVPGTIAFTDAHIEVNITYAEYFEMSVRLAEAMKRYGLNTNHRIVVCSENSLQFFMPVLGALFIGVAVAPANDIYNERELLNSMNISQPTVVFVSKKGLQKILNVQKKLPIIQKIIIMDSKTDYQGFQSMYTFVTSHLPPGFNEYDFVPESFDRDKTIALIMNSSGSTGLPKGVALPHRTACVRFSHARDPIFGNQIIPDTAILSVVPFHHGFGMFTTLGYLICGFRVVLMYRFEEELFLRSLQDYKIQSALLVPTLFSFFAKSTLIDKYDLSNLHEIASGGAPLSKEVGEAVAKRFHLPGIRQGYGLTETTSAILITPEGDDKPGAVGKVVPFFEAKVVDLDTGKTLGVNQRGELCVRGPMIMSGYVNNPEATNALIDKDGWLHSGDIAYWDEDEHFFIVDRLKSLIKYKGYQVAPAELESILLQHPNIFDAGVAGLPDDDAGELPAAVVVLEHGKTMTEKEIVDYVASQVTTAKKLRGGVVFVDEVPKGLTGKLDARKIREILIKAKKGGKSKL
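Assay system: Luciferase/luciferin detection reagent, cell-free biochemical luciferase assay / Also added: ATP substrate / Schedule: 10 min at ambient temperature / Measured by: luminescence measurement of luciferase light output / Benchmarks: low control with PBS replacing ATP, high control enzyme plus ATP without compound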
FLuc inhib CS = Photinus pyralis luciferase inhibition counter-screen. P08659. ATPLite firefly luciferase biochemical luminescence, 10 min. inhibition, % at 10 µM. actives 1.5% (n = 200,000);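 active means inhibition above about 50% when tested at 10 µM, limit read from the data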
APP 5'UTR act = APP 5'UTR luciferase reporter activation. actives 1% (n = 190,000). activation, % at 2 µM. AID 1276. SH-SY5Y APP 5'UTR luciferase reporter, luminescence; zero percent = DMSO vehicle wells;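 active means activation above a set limit, based on mean plus 3 SD of controls, cut at about 140% in these data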; further: values of inactives mirror those of a sister screen read the other way
G6PDH CS = L. mesenteroides G6PDH inhibition counter-screen. Purified L. mesenteroides G6PDH, diaphorase/resazurin coupled fluorescence, 45 min. inhibition, % at 5 µM. actives 0.12% (n = 200,000). AID 1020; in the data active means inhibition above about 50%
Redox H2O2 prof = compounds producing H2O2 with reducing agent – biochemical, NIH compound library profiling, artefact control for MLSCN library redox annotation, primary screen. AID 878. DTT-dependent redox cycling H2O2, phenol red/HRP absorbance; 100% = 100 µM peroxide control, 0% = buffer. actives 0.03% (n = 200,000). activation, % at 10 µM;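 active means activation of at least 50% relative to the plate's high and low controls in the primary single-dose screen; inactive means activation below 50%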;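 further: compound incubated with DTT at 0.8 mM final as the reducing agent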
STAT1 activator = STAT1 signaling activation. activation (% of control), % at 5.5 µM. actives 2.6% (n = 200,000). AID 932. NIH 3T3 STAT1-luciferase reporter, IFN-gamma, luminescence; 100% = IFN-gamma alone, no compound;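 active means activation above the screen-wide mean activation plus 3 SD, cut at about 130% in these data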;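 further: raw ratio to IFN-gamma control signal so 100% means no change and 0% no light; values of inactives mirror those of a sister screen read the other way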
An asterisk follows results filed as active; . = no result given. Not a hit list, and some 5.3% of all compounds hit somewhere here.

SMILES	Hsp70 activator	NF-kB expr up	Efa HMGR inh	APP transl inh	FLuc stim CS	FLuc inhib CS	APP 5'UTR act	G6PDH CS	Redox H2O2 prof	STAT1 activator
O=C(COC(=O)c1ccccc1)Nc1ccccc1Br	-0.4	1.4	0	7	1	-3	-7	4	0.1	106
CCC(=O)c1ccc(OCC(O)CNCc2ccc(F)cc2)cc1 (stereo unspecified)	-0.5	1.2	0	-4	1.1	-9	3	-1	-0.6	102
COC(=O)CN1C(=O)Nc2ccc(C)cc2C1c1ccccc1 (stereo unspecified)	-0.4	0.94	1	6	1	1	-6	1	0.1	94
COC(=O)C(NC(=O)Nc1ccccc1OC)C(C)C (stereo unspecified)	-0.1	1.5	-9	.	1	-5	.	3	-0.3	99
CCOC(=O)Cc1csc(NC(=O)Cc2ccccc2[N+](=O)[O-])n1	-0.1	1.6	0	-3	1.1	-5	3	6	0.2	99
CC(C)N1C/C(=C/c2ccsc2)C(=O)/C(=C/c2ccsc2)C1	0.6	1.4	0	23	1	-3	-23	-17	0.1	83
COc1cc(NC(=O)C2CCCO2)c(C(=O)O)cc1OC (stereo unspecified)	-0.4	1.1	0	-16	1.1	-6	16	5	-0.1	106
CCOC(=O)N1CCC(N2C(=O)c3ccccc3C2Nc2ccc3c(C)cc(=O)oc3c2)CC1 (stereo unspecified)	0.0	0.71	-6	23	1.1	-7	-23	-12	-0.4	102
CCCCN(C(C)=O)c1c(N)n(CCC)c(=O)n(CC(=O)Nc2cc(Cl)cc(Cl)c2)c1=O	-0.1	1.1	2	16	1	-4	-16	2	-2.3	100
CC(NC(=O)c1ccc(Cn2cc([N+](=O)[O-])cn2)cc1)c1ccccc1 (stereo unspecified)	0.1	1	1	-6	1	-2	6	-2	0.1	111
Cc1cc(C)nc(NS(=O)(=O)c2ccc(NC(=O)Nc3ccccc3)cc2)n1	-0.1	1.1	0	5	1	-2	-5	6	-0.3	108
Cc1ccc(C2CC(c3ccc(Cl)cc3)n3nc(N)nc3N2)cc1 (stereo unspecified)	-0.3	1.1	-3	16	1.1	-9	-16	-5	-2.0	95
Cn1nc(-c2ccc(N3CCOCC3)c(NS(=O)(=O)c3ccc(Cl)cc3)c2)c2ccccc2c1=O	-0.1	0.73	3	-12	1.1	-8	12	3	1.4	103
Cc1ccccc1NS(=O)(=O)c1cc(S(C)(=O)=O)ccc1Cl	0.0	1.6	-1	-10	1	0	10	33	1.9	102
CCOC(=O)Cn1c(CN2CCOCC2)nc2c1c(=O)[nH]c(=O)n2C	-0.1	1.1	0	-1	1	-2	1	4	-0.3	104
Cc1cccc(Nc2nnc(SCC(=O)Nc3ccccc3[N+](=O)[O-])s2)c1	-0.3	1.1	-2	-29	0.8	20	29	-26	0.1	94
Cc1ccccc1C(=O)Nc1ccccc1	0.2	1.5	0	-10	1	3	9	-1	1.6	109
CCOC(=O)C1(Cc2ccccc2)CCCN(C2CCCC2)C1 (stereo unspecified)	-0.3	1.8	-3	-1	1.1	-9	1	5	-0.6	93
CC(CC(=O)NCC1CCCO1)c1ccccc1 (stereo unspecified)	-0.1	1.1	-4	-6	1	-3	5	-4	0.3	102
Cc1ccc(-n2c(O)c(/C=N/c3ncn[nH]3)c3ccccc3c2=O)cc1	0.3	0.55	2	-6	1	-3	6	-9	0.7	89
COc1ccc(CCNS(=O)(=O)c2cccc(S(=O)(=O)N3CCCC3)c2)cc1OC	-0.4	0.96	5	-2	1.1	-8	2	4	-2.1	88
Cc1cc(C(C)(C)C)oc1C(=O)NCCCNC(=O)c1oc(C(C)(C)C)cc1C	0.4	0.96	6	-6	1	-5	6	7	-0.1	100
Cc1nnc(Cl)c2nn(-c3ccccc3F)c(C)c12	-0.1	0.95	1	4	1	-3	-4	8	-0.1	100
C[C@@H]1NC(=O)c2cc([N+](=O)[O-])cc(I)c2OCC[C@@H](C(=O)NC(CC(=O)O)C(N)=O)NC(=O)[C@H](CC(N)=O)NC1=O (stereo partly specified)	-0.5	1.3	-5	7	1	0	-7	2	-0.3	98
Cc1ccc(N2C(=O)C3C4C=CC(C4)C3C2=O)cc1 (stereo unspecified)	-0.1	1.1	-1	-2	1	-3	2	-5	2.7	98
Cc1cc(C)c(S(=O)(=O)Nc2cccc(S(=O)(=O)NC3=NCCC3)c2)c(C)c1	-0.2	0.87	-5	1	1	1	-1	10	-0.9	107
Cc1ccccc1/C=N\NC(=O)c1ccc(Cn2cccn2)o1	-0.2	1.5	0	-17	1	5	17	5	-0.2	112
COCC(C)NS(=O)(=O)c1ccc(C)cc1 (stereo unspecified)	-0.1	1.1	0	35	1	-4	-35	-2	0.4	99
COc1ccc(S(=O)(=O)N(C)CC(=O)Nc2ccc3c(c2)OCCO3)cc1OC	-0.1	0.78	-3	1	1	-2	-1	1	1.2	101
COc1ccc(CCNC(=S)NC(=O)c2ccccc2)cc1OC	-0.2	1.2	0	4	1	-4	-4	11	0.5	96
CN(C)c1nc2c(c(=O)[nH]c(=O)n2C)n1Cc1ccccc1Br	-0.1	0.94	-2	17	1.1	-7	-17	6	-0.6	89
COc1ccc(C)c2sc(=NC(=O)c3ccccc3)n(C)c12	0.1	3.6*	-1	-32	0.8	17	32	-56	-0.9	120
O=P(O)(CN1CCCCCC1)CN1CCCCCC1	-0.4	0.98	-1	3	1	-1	-3	-11	2.3	153*
O=C(CCCc1c[nH]c2ccccc12)N1CCN(c2ccc(N3CCOCC3)nn2)CC1	-0.4	0.84	-1	-12	1	1	12	5	-4.1	95
COc1cccc(NC(=O)c2oc3ccccc3c2NC(C)=O)c1	0.0	1.4	-4	-101	1	-2	101	9	-0.9	116
O/N=C/c1ccccc1Oc1ccccc1	-0.2	1.1	2	-34	1.1	-6	34	-2	2.2	103
CC/C(O)=N\S(=O)(=O)c1ccc(N=NN(C)C)cc1	-0.1	1.3	3	-26	1	-2	25	3	1.0	100
CCN(CC)S(=O)(=O)c1ccc(C(=O)Nc2nnc(COC)o2)cc1	-0.1	1.2	-2	-26	1.1	-7	26	8	0.4	104
Cc1ccc(C2c3c(oc4ccccc4c3=O)C(=O)N2CCCN2CCOCC2)o1 (stereo unspecified)	-0.3	1.4	-2	-17	1.1	-7	17	-3	0.2	101
Cc1cccnc1Nc1nc(-c2ccccn2)cs1	0.0	7.5*	-5	93*	0.6	44	-93	53*	0.0	256*
O=C(C1=C[C@H](c2ccccc2)C[C@H](OCCCCO)O1)N1CCN(Cc2ccccc2)CC1	-0.3	0.86	-7	9	1.1	-10	-9	16	-0.9	102
O=C(NN1C(=O)c2ccccc2NC1c1ccc([N+](=O)[O-])o1)c1ccccc1 (stereo unspecified)	0.9	0.76	-1	-19	1	-1	19	-5	0.0	97
N#C/C(=C(/O)CN1CCN(c2ccccc2F)CC1)c1nc(-c2ccc(Cl)cc2)cs1	0.0	0.9	-4	-28	1	-1	28	6	1.7	94
CC1CCCN(CC(=O)Nc2ccc(S(=O)(=O)NC3CCCCC3)cc2)C1 (stereo unspecified)	-0.3	0.93	1	-7	1	0	7	12	3.1	97
Cc1[nH]c2ccccc2c1C(=O)COc1ccccc1F	0.0	1.6	-2	-44	0.9	6	44	14	-0.7	119
CCc1ccc2[nH]c(=O)c(CN(CCO)C(=O)NCc3ccccc3)cc2c1	.	1	-7	.	1	-1	.	-4	.	.
O=C(CSc1nccn1-c1cccc(Cl)c1)Nc1ccc2c(c1)OCCO2	-0.3	1.1	0	-8	1.1	-7	8	2	-1.4	104
O=c1c(Sc2ccccc2)c(C(F)(F)F)[nH]n1-c1ccccc1	-0.1	0.87	0	-7	1	-3	7	-6	0.8	96
O=C(Nc1ccccn1)c1ccc2nc(-c3ccccc3)c(-c3ccccc3)nc2c1	-0.1	0.64	-4	6	1	-2	-6	4	-0.3	107
CCCCC(C(=O)OCC(=O)c1ccc(OC)cc1)N1C(=O)c2ccccc2C1=O (stereo unspecified)	-0.4	0.8	-3	7	1.1	-8	-7	2	0.8	95

Following part:
SMILES	Hsp70 activator	NF-kB expr up	Efa HMGR inh	APP transl inh	FLuc stim CS	FLuc inhib CS	APP 5'UTR act	G6PDH CS	Redox H2O2 prof	STAT1 activator
Cc1ccc(-c2[nH]nc3c2C(c2cccnc2)C(C#N)=C(N)O3)cc1 (stereo unspecified)	-0.2	0.94	1	-1	1.1	-5	1	2	-0.4	93
COc1cccc2oc(-c3ccco3)cc(=O)c12	0.1	1.5	-9	-26	0.7	30	26	11	0.6	114
CC1Cc2ccccc2N1C(=O)COC(=O)CCc1nc2ccccc2c(=O)[nH]1 (stereo unspecified)	0.2	1.3	1	-5	1	-2	5	5	-0.3	94
Cc1ccc(/C=C/c2ccc(=O)n(Cc3ccc(Cl)cc3Cl)n2)cc1	-0.1	0.88	-1	-1	1	-2	1	-6	2.6	100
CCOC(=O)/C(C#N)=C1/CCCCCN1C	-0.6	1.6	-1	9	1.1	-7	-9	-1	-0.4	94
CCOC(=O)CSc1nc2sc3c(c2c(=O)[nH]1)CCCC3	0.2	1	-1	5	1.1	-5	-5	0	-0.8	100
Cc1cccc(CSC2=NCCN2C(=O)c2ccc(S(=O)(=O)N(C)C)cc2)c1	-0.2	0.86	6	-4	1	-3	4	-1	-1.5	97
CSc1ncc(Cl)c(C(=O)Nc2nnc(SC/C=C/c3ccccc3)s2)n1	-0.2	1.1	-5	10	1	-1	-11	-1	0.2	102
CCOC(=O)c1cccc(NC(=O)CSc2nnc(-c3cccnc3)n2C)c1	-0.3	1	-4	4	1.1	-6	-4	-21	-2.5	96
CCc1c(C#N)c(SCCC(=O)Nc2cccc(OC)c2)nc2c1C(=O)CC(C)(C)C2	-0.3	0.58	-5	2	1.1	-6	-2	-1	0.0	97

Grouped by structure: the compounds so far with fluorine.
SMILES	Hsp70 activator	NF-kB expr up	Efa HMGR inh	APP transl inh	FLuc stim CS	FLuc inhib CS	APP 5'UTR act	G6PDH CS	Redox H2O2 prof	STAT1 activator
CCC(=O)c1ccc(OCC(O)CNCc2ccc(F)cc2)cc1 (stereo unspecified)	-0.5	1.2	0	-4	1.1	-9	3	-1	-0.6	102
Cc1nnc(Cl)c2nn(-c3ccccc3F)c(C)c12	-0.1	0.95	1	4	1	-3	-4	8	-0.1	100
N#C/C(=C(/O)CN1CCN(c2ccccc2F)CC1)c1nc(-c2ccc(Cl)cc2)cs1	0.0	0.9	-4	-28	1	-1	28	6	1.7	94
Cc1[nH]c2ccccc2c1C(=O)COc1ccccc1F	0.0	1.6	-2	-44	0.9	6	44	14	-0.7	119
O=c1c(Sc2ccccc2)c(C(F)(F)F)[nH]n1-c1ccccc1	-0.1	0.87	0	-7	1	-3	7	-6	0.8	96

Following part.
SMILES	Hsp70 activator	NF-kB expr up	Efa HMGR inh	APP transl inh	FLuc stim CS	FLuc inhib CS	APP 5'UTR act	G6PDH CS	Redox H2O2 prof	STAT1 activator
NC(=O)CC1Nc2cccc3cccc(c23)NC1=O (stereo unspecified)	0.0	0.93	1	2	0.9	5	-2	-19	1.4	103
S=C(NCCc1ccncc1)Nc1ccccc1	0.0	1	-2	-25	1.1	-11	25	7	0.7	97
CCCSc1nc2c(c(=O)[nH]c(=O)n2C)n1CCc1ccccc1	0.0	1.1	-7	-8	1	-4	8	11	2.2	99
O=C(NCc1ccccc1)c1ccc(C2SCC(=O)N2Cc2ccccc2)cc1 (stereo unspecified)	-0.3	0.93	4	1	1	3	-1	9	2.1	106
CCOc1ccc(-n2c(SCC(N)=O)nc3c(c2=O)SCC3)cc1	-0.1	1	-6	-11	1	-2	11	1	-2.7	94
